# From PubChem BioAssay
# GoLoco inh red: qHTS Assay for Inhibitors of RGS12 GoLoco Motif Activity (Red Fluorophore) | Guanine nucleotide-binding protein G(i) subunit alpha-1 (Homo sapiens), P63096 | Gai1:RGS12 GoLoco peptide FP, rhodamine, 10 min | Potency, µM (highest dose often 61.6 µM), without a hit: at the highest dose activity, negative = inhibition, actives largely listed as inhibitors | 0.44% of 230,000 active; active = well fitted inhibition curve with a large enough effect, not every such curve was filed as active; inactive = no such curve, though single readings can be large or run the other way; note: % is set by controls: 0 for no effect and ±100 for the full control effect; nearly all actives have a fitted effect of over 30% in size; many of its hits are not listed in these tables
# Target sequence (P63096 whole entry, looked up): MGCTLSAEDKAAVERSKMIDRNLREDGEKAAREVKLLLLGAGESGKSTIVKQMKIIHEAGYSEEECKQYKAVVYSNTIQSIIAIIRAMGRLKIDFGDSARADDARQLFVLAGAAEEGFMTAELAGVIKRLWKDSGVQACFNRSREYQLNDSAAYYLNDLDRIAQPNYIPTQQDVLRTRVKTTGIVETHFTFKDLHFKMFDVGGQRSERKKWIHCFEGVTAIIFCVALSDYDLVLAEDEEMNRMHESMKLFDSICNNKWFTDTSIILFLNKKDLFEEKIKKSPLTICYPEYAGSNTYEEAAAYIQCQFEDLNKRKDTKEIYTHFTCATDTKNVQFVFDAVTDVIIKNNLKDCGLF
# GAA inhib: qHTS Assay for Inhibitors of Human alpha-Glucosidase as a Potential Chaperone Treatment of Pompe Disease; Lysosomal alpha-glucosidase (Homo sapiens), P10253; Potency, µM (titrated, usually from 76.9 µM), inactives show at the highest dose activity change, negative = inhibition, actives largely listed as inhibitors; purified human GAA, 4-MU-alpha-glucoside fluorescence; 0.005% of 200,000 active; AID 1466, 2008;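 note: plate controls were uninhibited enzyme wells for no effect and no-enzyme background for full effect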
#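 qHTS format, compound range up to 77 uM. Human lysosomal enzyme at 4 nM, 400 uM 4-MU glucoside substrate, pH 5.0, 20 min room temperature; fluorescence after alkaline stop gives activity normalized to controls.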
# GLA spleen mod: qHTS Assay for Inhibitors and Activators of Human alpha-Galactosidase From Spleen Homogenate; Alpha-galactosidase A (Homo sapiens), P06280; human spleen homogenate, 4MU-alpha-Gal fluorescence, 40 min; Potency, µM (top dose mostly 80 µM), for the others: top-dose activity change, negative = inhibition, actives largely listed as inhibitors; 0.008% of 240,000 active; AID 2107, 2009;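 note: 0% = enzyme with vehicle and -100% = no enzyme basal signal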
#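 Human spleen homogenate (1 ug) as enzyme source, 4-methylumbelliferyl-alpha-D-galactopyranoside 1 mM final, citrate/phosphate pH 5.0 with 0.01% Tween-20. Compounds 40 min at 37C, NaOH/glycine stop; fluorescence Ex 365/Em 440, Hill-fit AC50.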
# SMN2 splice up: qHTS Assay for Enhancers of SMN2 Splice Variant Expression | HEK293 SMN2-luciferase splicing reporter, luminescence, 30-36 h | Potency, µM (series often up to 46.1 µM), without a hit: top-dose activity change, positive = activation, most hits filed as activators | 2.8% of 210,000 active; note: % of control where 0% means no effect; nearly all actives have a fitted effect of over 55% in size
#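 qHTS luciferase splicing reporter: luminescence rises when SMN2 exon 7 is included in transfected HEK293 cells. Compound exposure lasted 30-36 h at 37C, with 4.5 mM final sodium butyrate as control, followed by a ONE-Glo read.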
# ALDH1A1 block: qHTS Assay for Inhibitors of Aldehyde Dehydrogenase 1 (ALDH1A1). Aldehyde dehydrogenase 1A1 (Homo sapiens), P00352. Potency, µM (top dose mostly 75.3 µM), for the others: at the highest dose activity, negative = inhibition, actives largely listed as inhibitors. Purified ALDH1A1, NADH fluorescence, propionaldehyde substrate. 7.3% of 220,000 active; active = well fitted inhibition curve with a large enough effect, not every such curve was filed as active; inconclusive = small, poorly fitted or top-dose-only effect, or another doubt; inactive = no such curve, though single readings can be large or run the other way;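 note: plate controls were no enzyme wells and a reference inhibitor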
# Target sequence (P00352 whole entry, looked up): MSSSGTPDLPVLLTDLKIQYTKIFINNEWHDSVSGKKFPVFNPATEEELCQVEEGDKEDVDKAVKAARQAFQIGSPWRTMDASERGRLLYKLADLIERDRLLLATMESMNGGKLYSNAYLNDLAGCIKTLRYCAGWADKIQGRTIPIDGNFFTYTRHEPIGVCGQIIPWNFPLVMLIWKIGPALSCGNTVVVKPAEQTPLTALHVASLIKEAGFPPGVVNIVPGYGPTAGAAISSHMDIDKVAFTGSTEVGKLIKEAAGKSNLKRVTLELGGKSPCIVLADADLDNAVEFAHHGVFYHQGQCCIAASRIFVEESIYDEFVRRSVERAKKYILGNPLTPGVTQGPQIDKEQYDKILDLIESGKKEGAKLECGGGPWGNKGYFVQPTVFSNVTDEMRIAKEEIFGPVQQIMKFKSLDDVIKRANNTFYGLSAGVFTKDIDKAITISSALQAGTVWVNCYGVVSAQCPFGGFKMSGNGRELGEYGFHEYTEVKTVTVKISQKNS
# JMJD2E inh: qHTS Assay for Inhibitors of Human Jumonji Domain Containing 2E (JMJD2E) | Potency, µM (top dose mostly 57.1 µM), for the others: top-dose activity change, negative = inhibition, hits mostly inhibitors | 1.6% of 230,000 active | AID 2147, 2009 | Lysine-specific demethylase 4E (Homo sapiens), B2RXH2 | JMJD2E catalytic domain, FDH-coupled NADH fluorescence (FDH is formaldehyde dehydrogenase); active = well fitted inhibition curve with a large enough effect, not every such curve was filed as active; inconclusive = small, poorly fitted or top-dose-only effect, or another doubt; inactive = no such curve, though single readings can be large or run the other way;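 note: 0% = wells with enzyme and -100% = buffer wells without enzyme; nearly all actives have a fitted effect of over 50% in size; many of its hits are not listed in these tables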
# aGlu spleen mod: qHTS Assay for Inhibitors and Activators of Human alpha-Glucosidase From Spleen Homogenate. Lysosomal alpha-glucosidase (Homo sapiens), P10253. human spleen homogenate, 4-MU-alpha-glucoside fluorescence. Potency, µM (top dose mostly 79.9 µM), for inactives: at the top dose activity change, negative = inhibition, most hits filed as inhibitors. 0.006% of 240,000 active. AID 2112, 2009;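 note: 0% = enzyme with vehicle and -100% = no enzyme basal signal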
#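 Enzyme source: human spleen homogenate, 1 ug/well. Buffer 50 mM citric acid/K phosphate pH 5.0, 0.01% Tween-20. 4-MU-alpha-glucoside 1 mM; 37 C x 40 min; NaOH/glycine stop; fluorescence.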
# GAA glycogen mod: qHTS Assay for Inhibitors and Activators of Human alpha-Glucosidase Cleavage of Glycogen; Lysosomal alpha-glucosidase (Homo sapiens), P10253; recombinant GAA, glycogen substrate, Amplex Red glucose oxidase fluorescence; Potency, µM (highest dose often 76.4 µM), inactives show at the highest dose activity change, negative = inhibition, usual class: inhibitors; 0.38% of 300,000 active; AID 2100, 2009;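 note: 0% = full enzyme reaction and -100% = no-enzyme basal signal; the screen sought inhibitors and activators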
#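 Recombinant enzyme (4 nM final) with compounds titrated up to 77 uM and bovine liver glycogen (30 ug) in citrate pH 5.0, 0.01% Tween-20, 37 C 40 min. Released glucose detected by Amplex Red/glucose oxidase (Ex 573/Em 610); AC50 from Hill fits.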
# * hit, by the source's call; ? = inconclusive; nt = no result given; & = joins results of further samples; [ ] = remark or other dose. Unless noted, calls come from the whole dose curve; as a rule, active = well fitted curve in the direction sought with a large enough effect; inconclusive = small, poorly fitted or top-dose-only effect, or another doubt; inactive = no such curve, though single readings can be large; an effect the other way counts as inactive or inconclusive. Potency is the fitted concentration of half-maximal effect. This is a subset; rates above refer to the full screens.
molecule | GoLoco inh red | GAA inhib | GLA spleen mod | SMN2 splice up | ALDH1A1 block | JMJD2E inh | aGlu spleen mod | GAA glycogen mod
COc1ccccc1Cn1c(CO)nc2ccccc21 | 12% | nt | 3% | nt | nt | 3% | 5% | 0%
O=C(Cc1ccccc1)n1nc(-c2ccccc2)nc1NCc1ccco1 | 5% | -2%[15.4 µM] | -5% | 9% | 0% | ? | -2% | 13%
O=C(c1cccc(F)c1)N1CCN(C(=O)c2nn3cccnc3c2Cl)CC1 | 9% | 2% | 0% | 7% | 20µM* | -10% | 13% | ?
CN(C)C=Nc1ccccc1C1C=NNC1=O (stereo not given) | -1% | nt | 6% | nt | nt | -30% | -1% | -20%
COc1ccc(OCC(=O)N/N=C/c2ccsc2)cc1 | -10% | 2% | 5% | 6% | 10% | -6% | 3% | 3%
ClC(=C\c1ccccc1)/C=N/N1CCN(c2ccccn2)CC1 | -18% | 1% | 4% | 14µM* | 9% | 0% | 2% | -3%
O=C(c1cc(-c2ccco2)on1)N1CCN(C(c2ccccc2)c2ccccc2)CC1 | nt | ? | 5% | nt | ? | ? | 4% | -1%
COC(=O)c1nnn(-c2nonc2N)c1CN1CCc2ccccc21 | 3% | -8% | -10% | -11% | ? | 3% | -5% | -30%
COc1cccc(C2c3c(oc4ccccc4c3=O)C(=O)N2CCCN2CCOCC2)c1 (stereo not given) | -8% | 9% | -2% | -3% | ? | -25% | -1% | 7%
O=C(Nc1ccccc1Cc1ccccc1)c1oc2ccccc2c1COc1ccccc1 | 6% | 3% | 2% | -15% | ? | ? | 5% | 2%
Nc1cc(C2CCCC2)nn1-c1ccccc1 | 11% | 2% | 3% | 20µM* | -3% | -3% | -5% | -7%
Cc1c(Cl)cccc1N=Cc1ccc([N+](=O)[O-])s1 | 9% | 1% | 4% | -35%[inhibitor] | ? | 22µM* | 1% | -7%
CCOc1ccc(C(=O)N2CCN=C2SC)cc1OCC | -17% | 4% | 0% | 0% | 9% | 0% | 3% | 5%
CCN(CC)c1nc(Nc2ccccc2)nc(Oc2ccc(=O)[nH]n2)n1 | -3% | -24% | 1% | -23% | 0% | -2% | -6% | -3%
O=C(CCc1ccc(S(=O)(=O)N2CCOCC2)cc1)N1CCN(Cc2ccc3c(c2)OCO3)CC1 | 0% | -18% | -9% | -53%[inhibitor] | -4% | 4% | -19% | -1%
CC(O)CNC(=O)Cc1cc(=O)[nH]c(=O)[nH]1 (stereo not given) | 1% | nt | 7% | nt | nt | 4% | 1% | 9%
CCC1(C(=O)OC)CCc2c(cc(OC)c3ccccc23)C1=O (stereo not given) | 3% | nt | -2% | nt | nt | ? | 7% | -6%
CCn1c(CSc2nc3ccccc3s2)nc2ccccc21 | 3% | 6% | -2% | -34%[inhibitor] | ? | ? | 2% | -4%
COC(=O)c1cccc(-n2c(C)cc(C=O)c2C)c1 | 10% | -2% | 0% | -8% | 7.9µM* | -3% | -3% | -7%
COc1ccc(N2CCC(CNC(=O)Nc3ccc(Cl)cc3)C2)cc1 (stereo not given) | -7% | 4% | 7% | 13% | 5.6µM* | -8% | 8% | -4%
O=C(COC(=O)CNC(=O)c1ccccc1F)Nc1ccc2c(c1)OCCO2 | 0% | -1% | 3% | 9% | -2% | -1% | -7% | -5%
CN(C)/C=C/c1[nH]c(=O)[nH]c(=O)c1[N+](=O)[O-] | 10% | nt | -8% | nt | nt | -23% | -22% | 4%
CCc1nc2ccccc2n1CC(C)C(=O)O (stereo not given) | -8% | -29% | -2% | 9% | 5% | -6% | 0% | -3%
COc1ccccc1CNC(=O)c1cccc(S(=O)(=O)N2CCN(C)CC2)c1 | 1% | 9% | 5% | 5% | 8% | -8% | -11% | -2%
CCn1c(C(=O)NCCCN2CCc3ccccc3C2)cc2sccc21 | -3% | -4% | -8% | -2% | -3% | 8% | -12% | 5%

# 3 neighbouring compounds from above, for reference:
molecule | GoLoco inh red | GAA inhib | GLA spleen mod | SMN2 splice up | ALDH1A1 block | JMJD2E inh | aGlu spleen mod | GAA glycogen mod
COc1ccccc1Cn1c(CO)nc2ccccc21 | 12% | nt | 3% | nt | nt | 3% | 5% | 0%
O=C(Cc1ccccc1)n1nc(-c2ccccc2)nc1NCc1ccco1 | 5% | -2%[15.4 µM] | -5% | 9% | 0% | ? | -2% | 13%
O=C(c1cccc(F)c1)N1CCN(C(=O)c2nn3cccnc3c2Cl)CC1 | 9% | 2% | 0% | 7% | 20µM* | -10% | 13% | ?

# 7 compounds from above, sorted by the number in SMN2 splice up, rising:
Compound | SMN2 splice up
CCN(CC)c1nc(Nc2ccccc2)nc(Oc2ccc(=O)[nH]n2)n1 | -23%
COC(=O)c1cccc(-n2c(C)cc(C=O)c2C)c1 | -8%
CCn1c(C(=O)NCCCN2CCc3ccccc3C2)cc2sccc21 | -2%
CCOc1ccc(C(=O)N2CCN=C2SC)cc1OCC | 0%
COc1ccc(OCC(=O)N/N=C/c2ccsc2)cc1 | 6%
CCc1nc2ccccc2n1CC(C)C(=O)O (stereo not given) | 9%
COc1ccc(N2CCC(CNC(=O)Nc3ccc(Cl)cc3)C2)cc1 (stereo not given) | 13%

# Next entries.
molecule | GoLoco inh red | GAA inhib | GLA spleen mod | SMN2 splice up | ALDH1A1 block | JMJD2E inh | aGlu spleen mod | GAA glycogen mod
C=C(C)C(=O)Nc1cccc(C2=NOC3(C2)C[C@@H](C(N)=O)N(C(=O)/C=C/C=C/C)C3)c1 (stereo not given in full) | -16% | nt | 5% | nt | nt | -14% | 7% | -5%
N#Cc1ccc(N2CCN(C(=O)c3cccc(F)c3)CC2)c(F)c1 | -12% | 1% | 0% | -28% | -6% | -11% | -1% | -7%
Cc1ccnc(SCCn2c(N3CCN(c4ccccc4)CC3)nc3c2c(=O)[nH]c(=O)n3C)n1 | 0% | ? | -5% | 17% | 3% | 6% | -7% | ?
O/N=C1\CCCc2ccccc21 | 3% | nt | 0% | nt | -1% | 1% | 3% | -4%
Cc1ccc(S(=O)(=O)Cn2nnnc2C(C(C)C)N2CCN(c3nc4ccccc4s3)CC2)cc1 (stereo not given) | 12% | -5% | -12% | -27% | 0% | 3% | 1% | -8%
O=C(CN1C(=O)C2C3CC(C(Br)C3Br)C2C1=O)N1CCN(Cc2ccccc2)CC1 (stereo not given) | -1% | nt | -1% | nt | nt | 1% | -5% | 4%
CCOC(=O)C1(C)C=C(Nc2ccc(NC(C)=O)cc2)C(=O)N1c1ccc(NC(C)=O)cc1 (stereo not given) | -2% | nt | 1% | nt | nt | -5% | 0% | -7%
O=C(CC(c1ccccc1)c1cc(Br)ccc1O)N1CCCCC1 (stereo not given) | -3% | nt | 3% | nt | nt | -2% | 0% | -6%
NC(=O)CCN1CCN(CCOC2Cc3cc(Cl)ccc3Sc3ccccc32)CC1 (stereo not given) | -6% | -4% | 4% | -20% | -3% | -6% | 6% | -2%
COc1ccc(Cn2c(=O)[nH]c3cc(C(=O)Nc4ccc(N5CCN(C)CC5)cc4)ccc32)cc1 | -1% | 4% | 2% | ? | 5% | -7% | -5% | -1%
CCOc1ccc2nc(NCCNC(=O)CC)c(C#N)cc2c1 | 0% | 11% | 6% | -11% | ? | ? | 6% | 1%
O=C(CN1c2ccccc2Sc2ccccc21)NNC(=O)Nc1ccc(Cl)cc1 | -2% | nt | -1% | nt | nt | 8% | 5% | 1%
Cc1cc(=O)oc(C)c1C(=O)NCc1ccco1 | -28% | -6% | 7% | 15% | -6% | -1% | -7% | -10%
COc1ccc(CCNC(=O)CSc2nn(-c3ccccc3)c(=S)s2)cc1OC | -1% | 1% | 2% | -20% | -11% | 11% | -4% | 7%
Cc1cc(Br)c(S(=O)(=O)NCCN2CCOCC2)cc1C | -7% | -1% | -4% | -2% | 14% | -1% | -8% | -5%
CCNC(=O)C1CCCN1S(=O)(=O)c1ccc(C)cc1 (stereo not given) | 8% | 2% | 1% | -5% | 13% | 8% | 6% | 0%
CCOP(=O)(c1ccccc1)C1(O)CCCCC1 (stereo not given) | 2% | -4% | 14% | -2% | 2% | -1% | 3% | -2%
Cc1ccccc1C(C(=O)NCc1ccccc1)N(Cc1ccco1)C(=O)c1ccccn1 (stereo not given) | 5% | 7% | 1% | -3% | -10% | 0% | -4% | 7%
COC(=O)c1sccc1NC(=S)OC | 2% | -4% | -3% | nt | 5% | 7% | 2% | 9%
COc1ccc(-n2c(C)c(C(C)=O)c3cc(OCC(N)=O)ccc32)cc1 | -2% | -9% | 3% | nt | 2% | 9% | 2% | 0%
C/C(=N/NC(=O)c1cccs1)c1ccc(NC(=O)COc2ccc(Cl)cc2)cc1 | -3% | 1% | -4% | -7% | 8% | -25% | -6% | 6%
OC(CN1CCN(c2cccc(Cl)c2)CC1)C(c1ccccc1)c1ccccc1 (stereo not given) | 10%&7% | nt | 2%&3% | -9%&-26% | 1%&1% | -4% | 6%&2% | nt
CCCC1/C(=N/O)CC(c2ccccc2)NC1c1ccccc1 (stereo not given) | -5% | ? | -1% | -37%[inhibitor] | 3% | -1% | -1% | -5%
O=C(Nc1ccccc1)N1CC[C@@]2(CCCN(C(=O)c3csnn3)C2)C1 | 3% | nt | 2% | -19% | -8% | nt | 3% | nt
OCc1nn2c(c1Br)NC(c1ccccc1)CC2C(F)(F)F (stereo not given) | 13% | -3% | 4% | 15% | 1% | -3% | 9% | 0%
CCn1c(SCC(=O)NCc2ccc(C)cc2)nnc1-c1ccncc1 | -7% | 1% | -6% | 8% | 4% | 3% | -7% | 4%
Cc1nc2ccccc2nc(C)c1=NOCc1ccc(C#N)cc1 | 1% | 8% | -4% | -2% | 1% | -14% | -4% | -2%
